# SIRT5 inh: inhibitors of human sirtuin-5 desuccinylase | Q9NXA8 | Purified SirT5, succinyl-peptide AMC, trypsin-coupled fluorescence | inhibition, % at 15 µM | 330,000 compounds, 1.1% hits; in the data active means inhibition above about 15%
# Target sequence (Q9NXA8 whole entry, looked up): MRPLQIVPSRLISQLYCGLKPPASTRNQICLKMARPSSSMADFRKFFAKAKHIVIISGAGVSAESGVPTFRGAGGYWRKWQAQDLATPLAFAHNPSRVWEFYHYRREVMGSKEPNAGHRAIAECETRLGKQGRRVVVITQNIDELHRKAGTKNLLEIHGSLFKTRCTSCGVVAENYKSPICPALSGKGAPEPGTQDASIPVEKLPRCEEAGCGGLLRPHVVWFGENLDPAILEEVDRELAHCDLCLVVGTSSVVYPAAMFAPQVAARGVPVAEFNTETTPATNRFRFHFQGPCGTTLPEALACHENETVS
# ERp5 inh: blocks human ERp5 reductase activity on insulin | Q15084 | ERp5 insulin aggregation, absorbance 650 nm, 90 min | inhibition, % at 9.99 µM | 350,000 compounds, 0.05% hits | AID 651711;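 active means mean replicate inhibition above about 25%, with every replicate also reaching it, limit read from the data, passing the limit was not always enough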
# Target sequence (Q15084 whole entry, looked up): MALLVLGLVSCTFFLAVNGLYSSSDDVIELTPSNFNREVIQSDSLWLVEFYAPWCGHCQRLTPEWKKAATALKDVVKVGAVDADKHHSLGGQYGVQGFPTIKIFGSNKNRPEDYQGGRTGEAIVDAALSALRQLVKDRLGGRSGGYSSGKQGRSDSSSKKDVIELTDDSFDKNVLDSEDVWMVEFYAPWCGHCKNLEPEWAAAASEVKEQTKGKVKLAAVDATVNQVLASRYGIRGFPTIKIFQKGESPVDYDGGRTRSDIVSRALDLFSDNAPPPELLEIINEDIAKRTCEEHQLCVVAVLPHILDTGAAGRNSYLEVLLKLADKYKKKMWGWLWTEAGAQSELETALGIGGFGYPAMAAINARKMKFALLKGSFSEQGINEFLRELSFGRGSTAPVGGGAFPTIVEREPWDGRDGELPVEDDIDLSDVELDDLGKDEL
# The depositor's hits bear a star; & = joins results of further samples.
SMILES,SIRT5 inh,ERp5 inh
O=C(NC1CCCCC1)N1CC(=O)N2[C@@H](CO)[C@H](c3ccc(-c4cccnc4)cc3)[C@@H]2C1,0,0
CN(C)CC(=O)N1[C@H](C#N)[C@H](c2ccccc2-c2cccc(C(=O)N(C)C)c2)[C@H]1CO,-5,-8
Cc1cc([N+](=O)[O-])ccc1NC(=O)c1cccc(NC(=O)C(C)C)c1,2,1
CC(C)C[C@@H]1COc2cccc(NC3CC3)c2S(=O)(=O)N1,-5,-1
O=C(C1CCC1)N1CC(=O)N2[C@H](C1)[C@@H](c1ccc(Br)cc1)[C@@H]2CO,-2,2
O=C(NCc1cccc(CNC(=O)C(=O)NCc2ccco2)c1)C(=O)NCc1ccco1,1,2
O=C(C[C@H]1CC[C@H](NC(=O)Nc2ccccc2F)[C@@H](CO)O1)NCc1ccc(-c2ccccc2)cc1,-2,-3
CO[C@H]1CN(C)C(=O)c2ccc(NC(=O)CC(F)(F)F)cc2OC[C@H](C)N(C(=O)c2ccccc2F)C[C@H]1C,2,5
COc1ccc(CN(CC2CCCO2)C(=O)c2cc3sccc3n2C)c(OC)c1 (stereo not drawn),-4,-2
COc1cccc(NC(=O)N2[C@@H]3CNC[C@H]2C3c2ccc(-c3cccc(C(=O)N(C)C)c3)cc2)c1 (stereo partly drawn),-1,0&5
Cc1ccccc1NC(=O)N(C)[C@H]1C[C@H]2c3[nH]c4c(-c5ccc6c(c5)OCO6)cccc4c3CCN2C(=O)[C@H]1[C@H](C)O,-1,2
CCOC(=O)[C@]12CCC=C1N(Cc1ccccc1)C(=O)[C@H](CC(=O)N1CCCCC1)C2,-10,2
O=C(NNc1nc2cc3c(cc2s1)OCCO3)c1ccccc1,-9,17
COC(=O)N1Cc2ccnnc2CC1c1ccccc1Br (stereo not drawn),1,-4
Cn1c(N)c(C(=O)CSc2nnc(-c3cccs3)n2C2CC2)c(=O)[nH]c1=O,2,0
CS(=O)(=O)N1CC2(C1)[C@@H](c1ccccc1)[C@@H](CO)N2C(=O)c1ccccc1,4,1
C[C@H]1CN([C@@H](C)CO)C(=O)c2cccc(NC(=O)CCCCCC(=O)Nc3ccccc3N)c2O[C@H]1CN(C)C,-1,2
CCCN1C(=O)c2[nH]nc(-c3ccccc3)c2C1c1ccc(F)cc1 (stereo not drawn),-2,-2
CN1C(=O)[C@@](O)(c2cn(C)c3ccccc23)c2cc(F)ccc21,-4,-1
COc1cccc(NC(=O)N[C@H]2C=C[C@H](CC(=O)N3CCN(C)CC3)O[C@H]2CO)c1,1,-5
CCOC(=O)[C@]12CCCC=C1N(CCC1=CCCCC1)C(=O)[C@H](CC(=O)NCCCN1CCCC1=O)C2,-3,-3
COc1ccccc1-c1ccc([C@@H]2C[C@H]3[C@H](CON3C)CN2S(=O)(=O)c2cc(Cl)cc(Cl)c2)cc1,-2,1
c1ccc(CN(Cc2ccccc2)C(c2ccnc3ccccc23)c2nnnn2-c2ccc3c(c2)OCCO3)cc1 (stereo not drawn),-2,-1
CCCNC(=O)Nc1ccc2c(c1)OC[C@@H](C)N(S(C)(=O)=O)C[C@H](C)[C@H](OC)CN(C)C2=O,-1,5
Cc1nn(-c2ccccc2)c(C)c1-c1cc(C(=O)N/N=C/c2cccnc2)[nH]n1,-2,5
CCCN(Cc1nnc(-c2cccs2)o1)C(=O)CN1C(=O)NC2(CCCCC2)C1=O,-1,-2
CCOc1ccc(N=C2NN=C(c3cc(C)n(CC4CCCO4)c3C)CS2)cc1 (stereo not drawn),1,2
COC(=O)[C@]12CCCCC=C1N(Cc1ccco1)C(=O)[C@H](CC(=O)NCc1ccc(OC)c(OC)c1)C2,-4,3
COc1ccc2c3c(n(C)c2c1)[C@H](CO)N(C(=O)Nc1ccc(F)cc1)CC31CCN(Cc2ccccn2)CC1,1,-2
COc1ccc(-c2ccc(C3[C@H]4CNC[C@@H]3N4S(=O)(=O)c3cccc(OC)c3)cc2)cc1 (stereo partly drawn),-4&2,6&4
COCCCNC(=O)C[C@@H]1C[C@@]2(C(=O)OC)CCCCC=C2N(Cc2cccc3ccccc23)C1=O,-2,3
Cc1ccc(OCC(=O)N/N=C\c2ccc(O)c([N+](=O)[O-])c2)c([N+](=O)[O-])c1,2,1
Cn1nnc2cc(C(=O)Nc3ccc(Cl)cc3)ccc21,-5,0
C[C@H]1[C@@H](c2ccccc2)Oc2c(Cl)cccc2S(=O)(=O)N1C,-3,-2
O=C(N[C@H](C(=O)N1CCC[C@H]1C(=O)NCCc1ccccc1Cl)c1ccccc1)c1ccc(Cl)cc1Cl,1,3
O=C(c1cnccn1)N1CC(=O)N2[C@H](CO)[C@@H](c3ccc(C#CC4CCCC4)cc3)[C@@H]2C1,-7,-6
CCCCn1nnnc1C1(C)CCC(=O)N1Cc1ccc(C)cc1 (stereo not drawn),-2,0
CCC(=O)Nc1ccc2c(c1)C(=O)N(C)[C@H]1CC[C@H](CC(=O)N[C@H](C)c3ccccc3)O[C@@H]1CO2,0,11
C[C@H](CO)N1C[C@H](C)[C@@H](CN(C)Cc2ccc(Oc3ccccc3)cc2)Oc2c(NS(=O)(=O)c3ccccc3)cccc2C1=O,-2,6
CC(=O)N1CC2(C1)[C@H](c1ccccc1)[C@@H](CO)N2S(=O)(=O)c1ccccc1,-3,0
Cc1ccc(S(=O)(=O)Nc2ccccc2OC(C(=O)OC(C)(C)C)C(=O)OC(C)(C)C)cc1,-2,3
CCS(=O)(=O)N1CCC2(CC1)CN(C(=O)Nc1c(C)noc1C)[C@@H](CO)c1c2c2ccc(OC)cc2n1C,-3,-1
Cc1ccc(S(=O)(=O)Nc2cccc3c2O[C@@H](CN(C)S(=O)(=O)c2c(C)noc2C)[C@@H](C)CN([C@H](C)CO)C3=O)cc1,4,-2
COc1ccc2c3c(n(C)c2c1)[C@@H](CO)N(C(=O)Nc1ccc(F)cc1)CC31CCN(Cc2ccccn2)CC1,2,0
OC[C@@H]1CC[C@@H]2O[C@H](CCc3ccc(-c4ccccc4)cc3)[C@@H](n3cc(C4CC4)nn3)C[C@@H]2O1,7,0

# A section from the list above, as a working copy:
SMILES,SIRT5 inh,ERp5 inh
C[C@H](CO)N1C[C@H](C)[C@@H](CN(C)Cc2ccc(Oc3ccccc3)cc2)Oc2c(NS(=O)(=O)c3ccccc3)cccc2C1=O,-2,6
CC(=O)N1CC2(C1)[C@H](c1ccccc1)[C@@H](CO)N2S(=O)(=O)c1ccccc1,-3,0

# Other records.
SMILES,SIRT5 inh,ERp5 inh
O=C1Cn2nnc(-c3ccccc3)c2C2c3cc(Br)ccc3CCN12 (stereo not drawn),1,2
COc1ccc2c3c(n(C)c2c1)[C@@H](CO)N(C(=O)NC1CCCCC1)CC31CCN(C)CC1,-4,-3
COCCNC(=O)CSc1ncnc2sc(-c3ccccc3)cc12,-1,-4
Cc1cc(N2CCN(CC(C)(C)O)C[C@@H]2C)ccc1N1CCN(CC(C)(C)O)[C@@H](C)C1,1,5
O=C1CN(S(=O)(=O)Cc2ccccc2)C[C@@H]2[C@@H](c3ccc(C#CC4CC4)cc3)[C@H](CO)N12,-1,-1
CC(C)(C)OC(=O)Nc1ccccc1-n1nnnc1C(C(=O)c1ccc(F)cc1)N1CCOCC1 (stereo not drawn),1,-4
Cc1ccc(S(=O)(=O)Nc2ccccc2NS(=O)(=O)c2ccc(C)cc2)cc1,-4,-6
C[C@H](NC(=O)[C@H]1[C@H](CO)[C@H]2Cn3c(cccc3=O)[C@H]2N1CC1CCCCC1)c1ccccc1,-2,2
C/C=C/c1ccc([C@H]2[C@H](CO)N(C(=O)CN(C)C)C23CN(C(=O)C2CCOCC2)C3)cc1,2,8
CC(C)(C)c1ccc(-n2ncc3c2CCCC3NC(=O)c2ccco2)cc1 (stereo not drawn),3,6
Cc1cccc2nc(CSc3nc4[nH]ncc4c(=O)n3-c3ccccc3Cl)cc(=O)n12,-1,-4
O=c1[nH]cnc2c1ncn2C1CCC(CO)O1 (stereo not drawn),-5,-6
CS(=O)(=O)N1[C@H](C(=O)NCC2CC2)[C@@H](CO)[C@@H]2Cn3c(ccc(-c4ccccc4F)c3=O)[C@@H]21,-8,1
CCC(NC(=O)c1ccccc1NC(=O)c1ccccc1)C(=O)OC (stereo not drawn),0,0
CCOC(=O)CC1COCCN1C(=O)CCc1nnc(-c2ccsc2)o1 (stereo not drawn),-2,2

# Single values from the list:
# ERp5 inh result of O=C1CN(S(=O)(=O)Cc2ccccc2)C[C@@H]2[C@@H](c3ccc(C#CC4CC4)cc3)[C@H](CO)N12 stands at -1
# ERp5 inh result of CCOC(=O)CC1COCCN1C(=O)CCc1nnc(-c2ccsc2)o1 (stereo not drawn) stands at 2
# SIRT5 inh result of Cc1ccc(S(=O)(=O)Nc2ccccc2NS(=O)(=O)c2ccc(C)cc2)cc1 stands at -4
# SIRT5 inh result of COCCNC(=O)CSc1ncnc2sc(-c3ccccc3)cc12 stands at -1

# (more compounds)
SMILES,SIRT5 inh,ERp5 inh
COCC(=O)N1CC(=O)N2[C@H](C1)[C@@H](c1ccc(C#Cc3cccnc3)cc1)[C@@H]2CO,-4,1
O=C(N[C@H](Cc1ccccc1)C(=O)N1CCN(c2ccc(Cl)cn2)CC1)[C@H]1O[C@@H](n2ccc(=O)[nH]c2=O)[C@H](O)[C@@H]1O,-4,-3
COc1ccc(-c2ccc([C@@H]3[C@@H](CO)N4C(=O)CN(C(=O)Cc5ccccn5)C[C@@H]34)cc2)cc1,-5,-2
COc1ccc2c3c([nH]c2c1)[C@H](CO)N(C(=O)Cc1ccccc1)CC31CN(C(=O)Cc2ccccc2)C1,-2,4
Oc1cccc(C2c3[nH]c4ccccc4c3CCN2Cc2cnn(-c3ccccc3)c2)c1 (stereo not drawn),-4,-3
C[C@@H]1CN([C@H](C)CO)C(=O)Cc2cc(NC(=O)Nc3ccc(C(F)(F)F)cc3)ccc2O[C@@H]1CN(C)S(=O)(=O)c1ccccc1,4,-1
OC[C@H]1O[C@@H]2O[C@H]3[C@H](O)[C@@H](O)[C@@H](O[C@H]4[C@H](O)[C@@H](O)[C@@H](O[C@H]5[C@H](O)[C@@H](O)[C@@H](O[C@H]6[C@H](O)[C@@H](O)[C@@H](O[C@H]7[C@H](O)[C@@H](O)[C@@H](O[C@H]1[C@H](O)[C@H]2O)O[C@@H]7CO)O[C@@H]6CO)O[C@@H]5CO)O[C@@H]4CO)O[C@@H]3CO,0,3
COc1ccc(C(=O)NNS(=O)(=O)c2ccc(C)cc2)cc1,1,-9
COc1ccc(NC(=O)N2CC(=O)N3[C@H](CO)[C@@H](c4ccc(-c5ccc(C)cc5)cc4)[C@H]3C2)cc1,-2,3
Nc1c(C(=O)NCc2ccco2)c2nc3ccccc3nc2n1CCc1ccccc1,-1,-1
O=C(C1CCC1)N1C[C@@H]2N[C@H](C1)C2c1ccc(-c2cncnc2)cc1 (stereo partly drawn),-3,0
Cc1cc(NC(=O)c2ccc(F)cc2)n(-c2ccccn2)n1,0,1
COCC(=O)N1CC2(C1)[C@H](c1ccc(-c3ccccc3)cc1)[C@@H](CO)N2C(C)=O,-5,-2
Cc1cc(CNC(=O)CC2C(=O)NCCN2CC(C)(C)C)nn1C (stereo not drawn),-3,6
COC(=O)C1=C(C)N(CC(C)C)C(=S)NC1c1cccc(F)c1 (stereo not drawn),2,2

# Compound profiles, from the list above. Order of values: SIRT5 inh | ERp5 inh
# COc1ccccc1-c1ccc([C@@H]2C[C@H]3[C@H](CON3C)CN2S(=O)(=O)c2cc(Cl)cc(Cl)c2)cc1 is entered as -2 | 1
# COc1cccc(NC(=O)N[C@H]2C=C[C@H](CC(=O)N3CCN(C)CC3)O[C@H]2CO)c1 is entered as 1 | -5
# Cc1cccc2nc(CSc3nc4[nH]ncc4c(=O)n3-c3ccccc3Cl)cc(=O)n12 is entered as -1 | -4

# The listing continues:
SMILES,SIRT5 inh,ERp5 inh
COCc1cn([C@@H]2C[C@@H]3O[C@@H](CO)CC[C@@H]3O[C@@H]2CCc2ccc(-c3ccc(OC)cc3)cc2)nn1,4,4
O=C(Cc1cccnc1)N1CC(=O)N2[C@H](CO)[C@@H](c3ccc(C#CC4CCCCC4)cc3)[C@@H]2C1,2,1
C[C@@H]1CN([C@@H](C)CO)C(=O)c2cc(NS(=O)(=O)c3ccc(F)cc3)ccc2O[C@H]1CN(C)Cc1ccc(C(=O)Nc2ccccc2N)cc1,6,7
Nc1ncnc2c1ncn2[C@@H]1O[C@H](C(=O)N[C@@H](CCc2ccccc2)C(=O)N2CCN(C(=O)C(F)(F)F)CC2)[C@@H](O)[C@H]1O,2,-2
COc1ccc(-c2ccc([C@H]3[C@H]4CNCC(=O)N4[C@H]3CO)cc2)cc1,-1,-7
C[C@@H]1CN([C@H](C)CO)C(=O)Cc2cc(NC(=O)Cn3cnnn3)ccc2O[C@@H]1CN(C)Cc1ccc(C(=O)Nc2ccccc2N)cc1,-3,4
C/C(=N\NC(=O)c1ccc(F)cc1)c1ccccn1,-4,5
CCCN1[C@H](C(=O)OC)[C@@H](CO)[C@@H]2Cn3c(ccc(-c4ccncc4)c3=O)[C@@H]21,0,1
O=[N+]([O-])c1ccc(-c2cn(-c3ccccc3F)c(=S)[nH]2)cc1,1,4
COc1cccc(CN2CC3(C2)CN(S(C)(=O)=O)[C@H](CO)c2[nH]c4cc(OC)ccc4c23)c1,6,-5
Nc1nc2ncccn2c1-c1ccc(F)c(F)c1,-5,-7
Cc1cccc(COC[C@H](Cc2ccccc2)N2CCN(C(=O)c3cc(Cl)cc(Cl)c3)CCC2=O)c1,41*,3
CC(=S)c1c(C)cc2cc(C)ccn12,1,4
CCCCCCN1CCN(C2CN(Cc3cn(Cc4ccc(Cl)cc4)nn3)S(=O)(=O)C2)CC1 (stereo not drawn),-4,8
COc1ccc(-c2cc3c(o2)CCCC3OCCN2CCOCC2)cc1 (stereo not drawn),-5,-3
CC(C)C[C@H](NC(=O)c1nc[nH]c1C(=O)N[C@@H](CC(C)C)C(=O)OC(C)(C)C)C(=O)OCc1ccccc1,0,0

# Assay outcomes: PubChem BioAssay, Broad Institute

# Only part of the results is shown; the hit share may differ from the screen's.
